Bioassay records: PubChem, several laboratories
Anthrax LF prot: inhibitors of Bacillus anthracis lethal factor protease. multiplex microsphere protease cleavage assay, LF. inhibition, % at 10 µM. hit rate 0.12% among 360,000. AID 588501; note: plate controls were buffer without enzyme for full effect and enzyme alone for no effect
Target sequence (P15917 whole entry, looked up): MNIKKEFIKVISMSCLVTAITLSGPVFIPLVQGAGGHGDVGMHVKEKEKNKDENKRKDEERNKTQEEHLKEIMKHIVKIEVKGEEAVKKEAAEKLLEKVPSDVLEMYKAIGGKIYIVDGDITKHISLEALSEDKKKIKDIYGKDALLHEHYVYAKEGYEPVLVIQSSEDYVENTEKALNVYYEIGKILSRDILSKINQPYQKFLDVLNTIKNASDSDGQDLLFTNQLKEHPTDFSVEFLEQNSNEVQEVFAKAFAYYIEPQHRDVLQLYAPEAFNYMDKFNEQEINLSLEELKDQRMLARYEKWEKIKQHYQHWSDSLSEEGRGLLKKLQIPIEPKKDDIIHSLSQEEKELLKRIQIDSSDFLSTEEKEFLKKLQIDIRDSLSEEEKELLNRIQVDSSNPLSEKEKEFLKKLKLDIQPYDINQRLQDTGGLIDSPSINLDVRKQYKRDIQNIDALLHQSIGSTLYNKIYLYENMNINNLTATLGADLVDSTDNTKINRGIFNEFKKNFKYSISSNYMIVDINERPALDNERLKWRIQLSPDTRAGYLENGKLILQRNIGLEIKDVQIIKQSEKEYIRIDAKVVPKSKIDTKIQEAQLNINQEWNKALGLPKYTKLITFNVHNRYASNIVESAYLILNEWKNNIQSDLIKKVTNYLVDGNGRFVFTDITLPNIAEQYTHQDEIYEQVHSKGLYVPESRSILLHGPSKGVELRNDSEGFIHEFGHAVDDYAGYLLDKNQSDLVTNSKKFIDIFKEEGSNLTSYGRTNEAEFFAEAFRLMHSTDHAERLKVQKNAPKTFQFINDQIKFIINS
DUSP3 inh: inhibitors of human VHR1 phosphatase (DUSP3) | recombinant VHR phosphatase, pNPP absorbance | P51452 | inhibition, % at 13.3 µM | AID 1654 | hit rate 0.52% among 290,000; in the data active = inhibition above about 50%; note: some compounds called inactive have numbers as strong as hits
Target sequence (P51452 whole entry, looked up): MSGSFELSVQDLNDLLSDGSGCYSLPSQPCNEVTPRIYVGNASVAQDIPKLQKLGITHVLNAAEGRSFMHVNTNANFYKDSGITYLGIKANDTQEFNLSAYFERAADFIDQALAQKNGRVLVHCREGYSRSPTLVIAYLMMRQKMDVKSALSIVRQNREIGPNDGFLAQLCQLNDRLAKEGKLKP
TcdB inh: blocks C. difficile toxin B glycohydrolase activity; P18177; TcdB glycohydrolase enzymatic assay, plate reader; inhibition, % at 9.99 µM; hit rate 0.24% among 350,000; AID 652162; in the data active = inhibition above about 10%
CCHFV vOTU inh: CCHFV vOTU protease inhibition. inhibition, % at 11.5 µM. AID 651958. hit rate 0.55% among 370,000. Pep-AMC fluorescence; in the data active = inhibition above about 30%; note: 0% = vehicle wells with enzyme and 100% = no enzyme wells
BoNT-A LC inh2: blocks Botulinum neurotoxin A light chain protease | multiplex microsphere protease substrate cleavage, flow cytometry | hit rate 0.17% among 360,000 | inhibition, % at 10 µM | AID 588499; note: plate controls were buffer without enzyme for full effect and enzyme alone for no effect
Y pestis TopoI: Y. pestis Topo-I inhibition via cleavage products. hit rate 0.064% among 360,000. activity, % at 10 µM. Y. pestis Topo-I cleavage product accumulation, plate reader. AID 504884; in the data active = activity above about 50%, passing the limit was not always enough; inconclusive = no clear call, values can overlap the other calls; note: inactives centre near 2
PriA SSB inh: blocks PriA binding to SSB C-terminal tail | AlphaScreen SSBct-PriA binding, biotinylated peptide | AID 1272365 | hit rate 0.6% among 430,000 | inhibition, % at 33 µM; in the data active = inhibition mostly above about 37%, no sharp cut-off; inactive = mostly below about 20%;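 note: plate controls were negative control peptide for no effect and reference peptide for full effect; strong numbers were not always called active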
Vc quorum ag: induces V. cholerae light production without autoinducers; hit rate 0.16% among 350,000; V. cholerae BH1578 lux reporter, luminescence, 6 h; activation, % at 18.7 µM; AID 588436; in the data active = activation mostly above about 9.7%, no sharp cut-off; inconclusive = no clear call, values can overlap the other calls; inactive = mostly below about 3.7%; note: not every result past the cut was called active; inactives centre near 0; reference of the scale not given here
3CLpro inhibitor: SARS-CoV 3CLpro protease inhibition | hit rate 0.14% among 290,000 | P0C6X7 | inhibition, % at 6 µM | AID 1706 | recombinant SARS-CoV 3CLpro, quenched FRET peptide cleavage; in the data active = inhibition above about 12%
PfHsp40 yeast: restores yeast growth despite PfHsp40 toxicity | S. cerevisiae expressing PfHsp40, growth rescue, ATP luminescence | AID 504582 | hit rate 0.68% among 340,000 | growth rescue, % at 12.5 µM; in the data active = growth rescue above about 28%, passing the limit was not always enough; inconclusive = no clear call, values can overlap the other calls;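 note: yeast W303a lacking pdr1 and pdr3 grown in galactose medium; growth measured after three days at 30 °C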
An asterisk follows results filed as active; i = inactive; ? = inconclusive; . = no result given; & = joins results of further samples. Cut-off read from the data, not from the text of the source, unless noted: active = inhibition above about 30%; inconclusive = no clear call, values can overlap the other calls; inactive = below that.

#	Molecule	Anthrax LF prot	DUSP3 inh	TcdB inh	CCHFV vOTU inh	BoNT-A LC inh2
1	Cc1cc(C)c(S(=O)(=O)N2CCN(C(=O)N(C)C)CC2)c(C)c1	-7.7	17.3	0.9	5.7	-0.1
2	S=C(Nc1ccc2c(c1)OCCO2)Nc1ccc2c(c1)OCO2	-10.0	4.5	0.2	-3.4	-0.3
3	COc1cc(OC)cc(C(=O)Nc2ccccc2C(=O)NCc2cccnc2)c1	-2.1	17.1	-1.4	-6.3	-1.5
4	CNC(=S)N1C2CCC1CC(NC(=O)NC13CC4CC(CC(C4)C1)C3)C2 (configuration not stated)	-2.7	5.4	.	6.7	-0.7
5	CCC1(CC)C(=O)C2=C3C1[C@H](C(=O)OC)C=C(C(=O)OC)C[C@H]3[C@H]1C(=O)NC(=O)[C@H]1[C@H]2C (some centres not stated)	-4.0	.	1.7	-3.9	0.6
6	O=C(COc1ccc(S(=O)(=O)N2CCCC2)cc1)NCCC1=CCCCC1	-3.2	6.3	1.0	-8.9	0.5
7	O=C(C[n+]1ccccc1)N/N=C/c1ccco1	-6.0	10.6	-1.1	-14.5	-0.2
8	O=c1[nH]c(SCc2ccccc2)nnc1-c1ccccc1	-5.2	5.1	0.8	6.2	1.4
9	CC(Sc1nnc(C2CC2)n1C1CC1)C(=O)N(C)Cc1cccc(F)c1 (configuration not stated)	2.8	.	-0.8	9.2	-0.1
10	COc1ccc(C2C3=C(CC(C)(C)CC3=O)Oc3ncn(Cc4ccco4)c(=N)c32)cc1 (configuration not stated)	3.7	28.6	.	-0.7	25.6
11	COc1ccc(-c2ccc(-c3noc(-c4ccco4)n3)c(OC)n2)cc1	1.5	35.8	.	-43.6	0.7
12	CC1CN(S(=O)(=O)c2ccc(C(=O)OCc3ccc(C#N)cc3)cc2)CC(C)O1 (configuration not stated)	?	.	-5.9	4.0	?
13	O=C(Nc1ccccn1)c1ccc2c(=O)n3c(nc2c1)CCCCC3	-1.4	.	1.5	4.7	0.0
14	CC(=O)Nc1ccc(S(=O)(=O)N=S(C)C)cc1	-0.2	7.4&20.8	.	-2.6	1.3
15	NC(=O)c1ccc(-n2nnnc2SCC(=O)Nc2ccc(N3CCOCC3)c(Cl)c2)cc1	-0.7	-1.4	.	1.8	-0.2

#	Y pestis TopoI	PriA SSB inh	Vc quorum ag	3CLpro inhibitor	PfHsp40 yeast
1	5.9	-11.4	i	3.3	1.2
2	-4.5	14.3	i	0.6	0.0
3	4.7	-8.7	-0.2	3.5	1.0
4	3.9	-19.9	-3.3	-0.2	-1.7
5	2.7	-0.4	i	.	-0.6
6	2.9	8.5	-4.0	0.4	-0.7
7	0.1	.	-0.2	-5.0	0.0
8	-6.9	-14.7	i	-3.9	-1.4
9	4.2	0.1	i	.	0.7
10	20.0	-1.6	-0.3	-1.9	0.5
11	9.9	-5.0	-0.6	2.8	-0.3
12	3.8	-3.4	-0.6	.	1.5
13	-0.8	-6.6	i	.	0.9
14	-1.0	-2.5	-0.9	-3.6&-0.7	0.8
15	-6.7	3.0	-0.3	-7.2	-0.6

The results go on.
#	Molecule	Anthrax LF prot	DUSP3 inh	TcdB inh	CCHFV vOTU inh	BoNT-A LC inh2
16	Cc1c(O)cc2n(c1=O)-c1ccc(Cl)cc1C2(C)C	2.3	7.5	.	6.4	0.0
17	CCCc1[nH]nc2c1C1(C(=O)N(CC)c3ccccc31)C(C#N)=C(N)O2 (configuration not stated)	-2.9	6.7	1.7	.	-0.2
18	C=CCn1c(C)cc(C(=O)CSc2ccc(NC(C)=O)cc2)c1C	-2.2	14.0	.	3.2	-0.5
19	CCn1c(N)c(C(=O)NCCCOC)sc1=S	0.3	0.0	.	14.8	-0.6
20	CCc1ccccc1NS(=O)(=O)c1ccc(SC)cc1	-2.3	3.6	.	-8.3	0.5
21	COc1ccc(N(C)S(=O)(=O)c2cccc(C(=O)NC3CCCCCC3)c2)cc1	-3.0	14.7	0.4	-3.4	-0.7
22	C=C1C[C@@H]2C[C@@H]2CN(S(=O)(=O)c2ccc(C)cc2)[C@@H]1COCc1ccccc1	5.6	.	-1.0	7.1	0.2
23	NC(=O)Nc1ccc(C(=O)OCC(=O)N2CCc3ccccc3C2)cc1	.	.	1.6	-10.0	.
24	COc1ccc(CNC(=O)CSc2nnc(C(F)(F)F)n2C)cc1	-2.0	17.9	0.3	-13.2	-0.4
25	S=C1CCSc2ccc(Cl)cc2N1	0.4	-7.7	.	8.5	0.8
26	Cc1ccc(N2CCN(C(=S)Nc3ccc(Cl)cc3)CC2)cc1	-3.9	20.7	-0.1	-13.7	-1.5
27	CCOC(=O)C1=C(CN2CCCCC2)NC(=O)NC1c1cc(C)ccc1C (configuration not stated)	0.2	-21.2	.	-0.6	0.3
28	CCc1ccccc1NC(=O)CN(C)Cc1c(O)ccc2ccccc12	-2.1	34.4	2.8	-17.3	-0.1
29	O=C(/C=C/c1ccc(Cl)cc1Cl)NCc1ccncc1	2.3	2.6	2.1	-14.3	0.9
30	CCOC(=O)c1sc(NC(=O)c2ccc(=O)[nH]c2)nc1C	18.5	44.7	0.8	0.2	1.9

#	Y pestis TopoI	PriA SSB inh	Vc quorum ag	3CLpro inhibitor	PfHsp40 yeast
16	6.4	-2.6	i	4.1	-1.1
17	3.8	-6.4	-0.4	0.1	1.8
18	2.6	-15.1	i	-4.0	0.6
19	-9.4	-8.4	i	0.5	-0.5
20	-0.4	-19.5	3.1	0.8	1.4
21	0.5	-0.8	1.4	1.5	2.2
22	.	.	.	.	.
23	5.2	-10.4	-5.7	.	0.2
24	-3.4	-6.1	-0.3	3.6	0.0
25	1.3	-6.6	-0.3	-1.9	1.8
26	-3.3	-11.8	1.2	4.2	-0.3
27	1.5	-10.2	6.2	-2.4	-0.6
28	9.6	-2.3	-0.3	2.9	-0.4
29	-10.3	-8.8	i	-2.7	-0.2
30	-4.3	2.8	-1.2	-1.5	-0.4

Record cards (already shown). Order of values: Anthrax LF prot, DUSP3 inh, TcdB inh, CCHFV vOTU inh, BoNT-A LC inh2, Y pestis TopoI, PriA SSB inh, Vc quorum ag, 3CLpro inhibitor, PfHsp40 yeast
CCOC(=O)C1=C(CN2CCCCC2)NC(=O)NC1c1cc(C)ccc1C (configuration not stated) is entered as 0.2, -21.2, ., -0.6, 0.3, 1.5, -10.2, 6.2, -2.4, -0.6
NC(=O)Nc1ccc(C(=O)OCC(=O)N2CCc3ccccc3C2)cc1 is entered as ., ., 1.6, -10.0, ., 5.2, -10.4, -5.7, ., 0.2
COc1ccc(N(C)S(=O)(=O)c2cccc(C(=O)NC3CCCCCC3)c2)cc1 is entered as -3.0, 14.7, 0.4, -3.4, -0.7, 0.5, -0.8, 1.4, 1.5, 2.2
CCn1c(N)c(C(=O)NCCCOC)sc1=S is entered as 0.3, 0.0, ., 14.8, -0.6, -9.4, -8.4, i, 0.5, -0.5

(next part)
#	Molecule	Anthrax LF prot	DUSP3 inh	TcdB inh	CCHFV vOTU inh	BoNT-A LC inh2
31	CCc1ccc(NS(=O)(=O)c2c(C(=O)N3CCCCCC3)c(C)n(C)c2C)cc1	-2.9	-17.2	-1.2	1.8	0.2
32	CC(C)c1ccc(NC(=O)Nc2nnc([C@@H]3C[C@H](O)[C@@H](CO)O3)s2)cc1	-2.4	.	-0.7	-6.3	0.3
33	CCOC(=O)c1nnn(-c2nonc2-n2cccc2)c1CN1CCOCC1	-0.8	12.8	3.8	8.1	0.9
34	CC(NC(=O)CSc1ncn[nH]1)c1ccc(Cl)cc1Cl (configuration not stated)	-2.0	34.4	2.1	0.0	-3.2
35	Cc1ccc(NC(=O)c2cc(=O)c3ccccc3o2)cc1S(=O)(=O)N1CCCCC1	2.6	6.7	1.4	6.1	-0.5
36	CN(C)S(=O)(=O)c1cccc(NC(=S)NCCc2ccccn2)c1	-5.0	14.7	1.0	-6.3	-1.4
37	Cc1cc(N=Cc2c(O)n(-c3ccc4c(c3)OCO4)c(=O)c3ccccc23)ccn1	-0.5	8.5	.	-46.2	1.3
38	O=C(Nc1cccc(-c2cnc3ccccc3n2)c1)c1ccncc1	-6.3	-2.1	0.9	4.5	-0.1
39	CCN1CCCc2cc(CN(CCN3CCOCC3)C(=S)Nc3ccc(OC)c(OC)c3)ccc21	0.4	26.9	-11.1	5.9	0.1
40	CC(C)(C)NC(=O)COC(=O)c1ccc(Cl)cc1O	0.1	28.4	0.8	4.1	-0.6
41	COc1ccc(NS(=O)(=O)c2cccc(C(=O)NCc3ccco3)c2)cc1	-1.5	.	2.2	5.2	1.3
42	NS(=O)(=O)c1ccc(CCNC(=O)COC(=O)c2cc([N+](=O)[O-])ccc2N2CCOCC2)cc1	-2.8	.	1.0	-1.4	-1.7
43	CCOC(=O)c1n[nH]n2c1nc(=S)c1ccccc12	2.3	-5.4	1.1	7.6	-3.0
44	CC1=NN(C(N)=S)C(=O)C1N=Nc1ccc(S(N)(=O)=O)cc1 (configuration not stated)	-7.2	-4.5	0.9	22.3	0.0
45	CCOc1c(Br)cc(CNc2ncn[nH]2)cc1OC	2.2	2.6	.	2.7	0.1

#	Y pestis TopoI	PriA SSB inh	Vc quorum ag	3CLpro inhibitor	PfHsp40 yeast
31	8.8	-5.0	-0.6	1.1	-1.7
32	7.1	.	i	.	.
33	-13.1	-4.0	i	4.5	-2.0
34	-3.7	-12.6	-0.6	4.3	0.3
35	-2.7	-1.7	i	-1.5	3.6
36	5.3	6.2	-0.2	1.1	0.3
37	7.4	12.4	i	-5.2	0.2
38	-8.3	-4.2	-0.5	5.0	-0.9
39	5.3	12.8	i	3.7	-0.4
40	7.7	-7.8	-0.4	-2.3	1.3
41	-6.4	2.4	-0.9	.	0.1
42	-8.1	3.0	-0.3	.	0.3
43	0.7	-23.5	0.9	-3.0	-0.4
44	2.2	-10.2	i	1.0	-1.6
45	-2.0	1.3	-0.5	0.1	-0.9

Copied from the list.
Result for Cc1cc(N=Cc2c(O)n(-c3ccc4c(c3)OCO4)c(=O)c3ccccc23)ccn1 in CCHFV vOTU inh: -46.2
Result for CC(=O)Nc1ccc(S(=O)(=O)N=S(C)C)cc1 in Vc quorum ag: -0.9

More compounds:
#	Molecule	Anthrax LF prot	DUSP3 inh	TcdB inh	CCHFV vOTU inh	BoNT-A LC inh2
46	O=C1NC(c2ccccc2)=CC(c2ccccc2)N1 (configuration not stated)	-0.3	18.5	-0.1	7.2	0.6
47	CCOC(=O)CSc1nc2sc(C)c(C)c2c(=O)n1C	-3.8	3.5	.	4.1	-1.0
48	COc1cc2oc(=O)cc(CN3CCN(C(C)=O)CC3)c2cc1Cl	0.3	.	1.4	6.3	1.2
49	COc1cc(C2N(c3ccccc3)CCN2c2ccccc2)ccc1OC(C)=O	0.4	-2.1	.	12.9	-0.5
50	COCCn1c(SCC(=O)NC2CCCC2)nnc1C(C)C	0.7	31.1	1.1	13.6	-0.3
51	CN(C)CCCNc1nc2cc(-c3ccc4c(ccn4C)c3)sc2c(=O)n1C	9.0	.	0.3	-21.6	8.1
52	CCN(Cc1cc(=O)n2ccsc2n1)c1cccc2ccccc12	2.1	-4.7	-6.1	53.6*	0.5
53	O=C(NC1CCN(S(=O)(=O)c2ccc(F)cc2)CC1)c1ccccc1	14.0	-3.5	0.6	4.9	1.2
54	Cc1ccc(NC(=O)C2(N(CC(C)C)C(=O)Cn3nnnc3N)CCCCC2)cc1	?	13.4	.	-2.2	?

#	Y pestis TopoI	PriA SSB inh	Vc quorum ag	3CLpro inhibitor	PfHsp40 yeast
46	4.7	-6.1	1.6	1.5	-1.7
47	9.1	-19.0&-5.8	-0.3	-2.4	1.3
48	.	.	.	.	.
49	9.3	-4.8	-0.4	-4.7	-0.4
50	-3.6	-10.4	-0.2	-1.3	0.8
51	8.2	.	0.8	.	.
52	22.6	-1.8	-0.2	-1.0	178.2*
53	3.7	-4.2	-3.2	1.0	0.5
54	1.0	4.3	-0.2	3.5	-1.3

Some of the compounds tested; rates above refer to the full screens.
